Compound activity from PubChem BioAssay.
DENV2 CPE rescue – protects cells from dengue virus 2 cytopathic effect; DENV2-infected cells, cytopathic effect rescue, plate reader; CPE inhibition, % at 9.99 µM; 350,000 compounds, 1.7% hits; in the data active means CPE inhibition above about 20%, passing the limit was not always enough; inconclusive means no clear call, values can overlap the other calls; tested in BHK-21 cells;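 further: 0% = median of neutral control wells and 100% = median of positive control wells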
ARNT TACC3 PPI – disrupts binding between human ARNT and TACC3; Q9Y6A5; AlphaScreen His-ARNT PAS-B/GST-TACC3 binding, luminescence; TACC3 fragment carries E629A point mutation; inhibition, % at 9.99 µM; 390,000 compounds, 0.66% hits;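 active means mean inhibition of replicates at least 50% and at least half of replicates each reaching 50%; inconclusive means half or more replicates reach 50% but mean below 50%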;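 further: 0% = complete ARNT plus TACC3 wells and 100% = ARNT alone without TACC3; many hits fall short of the cut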
PAX8 reporter – PAX8 transcriptional activity inhibition | 360,000 compounds, 1.2% hits | RMG-I TPO-luciferase reporter, SteadyGlo, 24 h | AID 652154 | inhibition, % at 12.6 µM;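 active means mean replicate inhibition at least 60% with every replicate also reaching 60%; inconclusive means only one of the two criteria is met; inactive means mean below 60% and not all replicates reaching 60%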;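 further: luciferase light reporting Pax8 driven TPO promoter activity; plate controls were median of neutral control wells for no effect and mitoxantrone controls for full effect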
F508del corr – CFTR F508del correction in bronchial cells | CFBE cells, YFP halide quenching; stimulated with forskolin plus potentiator P3; % fluorescence drop versus neutral controls | activity (quench increase), % at 7.58 µM | 350,000 compounds, 0.36% hits | AID 720511;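 active means mean added fluorescence quench of at least 8% versus neutral control, with both replicates also reaching 8%; inconclusive means only one of the mean or replicate conditions met; inactive means mean below 8% and not both replicates reaching 8%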;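 further: cells transiently co-express mutant CFTR-F508del with the halide-sensitive YFP; corrector assay measuring rescue of mutant channel to the surface after 24 h compound exposure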
EWS-Fli block – blocks EWS/Fli oncoprotein-driven transcription. A673 NR0B1-luciferase reporter, viability-normalised. inhibition, % at 12.6 µM. 350,000 compounds, 0.67% hits. AID 651661;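 active means mean inhibition of at least 50% after viability correction, with every replicate also passing that limit; inconclusive means mean reaches 50% but only one of two replicates passes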;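 further: firefly luciferase signal divided by Alamar Blue viability fluorescence both relative to DMSO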
ERp5 inh – ERp5 (human) disulfide isomerase inhibition; ERp5 insulin aggregation, absorbance 650 nm, 90 min; inhibition, % at 9.99 µM; 350,000 compounds, 0.05% hits;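 active means mean replicate inhibition above about 25%, with every replicate also reaching it, limit read from the data, passing the limit was not always enough; inconclusive means only one of those two criteria met; inactive means neither criterion met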
Target sequence (Q15084 whole entry, looked up): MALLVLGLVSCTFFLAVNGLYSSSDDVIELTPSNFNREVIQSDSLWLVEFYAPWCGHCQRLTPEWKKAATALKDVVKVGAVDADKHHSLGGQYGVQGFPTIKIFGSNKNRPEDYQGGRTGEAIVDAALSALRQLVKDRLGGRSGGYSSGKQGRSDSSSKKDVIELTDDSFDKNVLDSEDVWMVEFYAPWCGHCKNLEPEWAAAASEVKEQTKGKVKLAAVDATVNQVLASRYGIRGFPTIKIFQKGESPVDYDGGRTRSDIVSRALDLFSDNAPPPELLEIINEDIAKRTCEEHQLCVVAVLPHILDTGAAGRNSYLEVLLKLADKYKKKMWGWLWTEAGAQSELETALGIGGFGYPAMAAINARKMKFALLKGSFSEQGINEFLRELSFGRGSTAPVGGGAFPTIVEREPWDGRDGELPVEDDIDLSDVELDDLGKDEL
GSIS activator – primary screen for activators of insulin secretion dependent on glucose, INS-1E cells, GLuc reporter luminescence. INS-1E GLuc reporter insulin secretion, 2-3 h. activation, % at 16.6 µM. 370,000 compounds, 0.61% hits. AID 743287;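 active means lowest replicate activation of at least 40%, so every replicate reaches that level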;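 further: 0% = median of neutral control wells and 100% = median of IBMX positive control wells; some compounds called inactive have numbers as strong as hits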
XiGFP reactiv – X-chromosome reactivation activator; activation, % at 7.58 µM; AID 743238; XiGFP mouse fibroblasts, % GFP-positive cells imaging, 3 d; cells co-treated with 5-aza-dC sensitizer; scaled so ellipticine positive control = 100%; 360,000 compounds, 0.055% hits;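 active means mean normalized replicate activation at least 10% and every replicate at or above 10%; inconclusive means only one of the two criteria met; inactive means mean below 10% and not all replicates reach 10%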;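 further: 0% = median of on-plate neutral control wells and 100% = ellipticine 6 µM median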
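System: 68-5-11 XiGFP fibroblast line | Buffer or medium: DMEM containing 5-aza-dC | Compound: Single point | Times: Compounds 3 days, fix/stain 15 min at room temperature | Benchmarks: Positive control ellipticine, 6 µM final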
Active calls of the source: *; ? = inconclusive; nt = not tested or not shown; & = joins results of further samples.

SMILES	DENV2 CPE rescue	ARNT TACC3 PPI	PAX8 reporter	F508del corr	EWS-Fli block	ERp5 inh	GSIS activator	XiGFP reactiv
O=C(Nc1ccc2c(c1)CN(C(=O)Nc1ccc(F)cc1)CC2)c1ccccn1	-3	nt	-43	3.6	16	18	nt	0.0
CC(=O)C1CCC2C3CC(C)C4=CC(=O)CCC4(C)C3C(=O)CC12C (stereo not drawn)	?	-6	8	1.4	0	-1	-11	0.0
O=C(O)c1ccc(-c2nnn(Cc3cccc(C(F)(F)F)c3)n2)cc1	-3	7	-13	1.7	-1	1	16	-0.2
O=C(NC(=S)Nc1ccc2oc(=O)ccc2c1)c1cccc(Cl)c1	-1	-3	-25	0.7	nt	1	2	0.0
COc1ccccc1NC(=O)CCSCCC(=O)Nc1ccccc1OC	nt	-7	-9	nt	nt	nt	4	0.0
O=C(CN1CCCCC1)N1CCCc2ccccc21	-9	-20	nt	3.6	0	-2	2	nt
C[C@H]1CN([C@@H](C)CO)C(=O)CCCn2nncc2CO[C@H]1CN(C)Cc1ccc(Cl)c(Cl)c1	3	-3	nt	-2.6	18	2	-12	-0.5
CCOC(=O)C1(CC2CC2)CCN(C(=O)c2cc(C)nc3ccc(CC)cc23)CC1	6	1	-10	3.0	-9	-6	-40	0.3
Cc1cc(Cn2nc(C(=O)NCc3cccs3)cc2-c2ccccc2)on1	9	-1	13	-1.1	-5	5	-14	0.0
CC(=O)Nc1ccc(N=Nc2ccc(O)cc2)cc1	nt	14	-96	nt	nt	nt	-5	0.9
Cc1ccc(C(=O)NNC(=O)c2ccc(S(=O)(=O)N3CCCCC3)cc2)cc1	-3	-1	0	9.8*	6	-6	nt	-0.2
CCN(CC)CCNc1ncnc2c1sc1nc(N3CCCC3)c3c(c12)CC(C)(C)OC3	1	14	14	0.5	10	1	27	0.0
Fc1ccccc1Nc1nc(N2CCOCC2)nc(N2CCOCC2)n1	3	4	-16	-3.1	10	-2	14	0.0
COc1ccc(NC(=O)C2CC(=O)N(CCc3ccc(Cl)cc3)C2)cc1 (stereo not drawn)	-4	-9	3	0.3	4	4	9	-0.1
CN(Cc1ccc(Cl)cc1)C(C(=O)NC1CCCCC1)c1ccnc2ccccc12 (stereo not drawn)	-1	nt	9	-1.5	1	5	-3	nt
CCCNC(=O)N[C@@H]1CC[C@H](CC(=O)NCCc2ccccc2)O[C@@H]1CO	2	-23	-10	5.2	7	0	14	0.2
COc1ccccc1NS(=O)(=O)c1cccc(NC(=O)C2CC2)c1	2	0	4	4.6	-31	6	-6	0.0
Cc1ccccc1-c1cnc2c(c1)C(=O)N([C@@H](C)CO)C[C@@H](C)[C@@H](CN(C)Cc1ccncc1)O2	-10	-5	-6	-3.1	-11	2	-1	-0.6
Cc1ccc(S(=O)(=O)Nc2ccc3c(c2)C(=O)N([C@@H](C)CO)C[C@H](C)[C@H](CN(C)Cc2ccc(Cl)c(Cl)c2)O3)cc1	15	10	nt	4.1	7	5	-37	0.2
COc1cccc2sc(NC(=O)c3ccc(S(=O)(=O)N4CCOCC4)cc3)nc12	-6	0	nt	-2.4	-5	-2	-4	nt
c1ccc2sc(NC3=NCN(C4CCCCCC4)CN3)nc2c1	8	2	nt	-4.3	-16	-1	nt	nt
O=S(=O)(Nc1cccc(-c2cn3cccnc3n2)c1)c1ccc(Cl)cc1	0	12	132*	-1.3	-21	-4	-6	0.2
C[C@@H]1CN([C@H](C)CO)C(=O)c2cc(NC(=O)C3CCCCC3)ccc2O[C@@H]1CN(C)Cc1ccc(C(F)(F)F)cc1	12&-4	-1&-4	55	-1.6&1.2	-2&6	5&-1	-8&-40	0.0&0.1
O=C(CSc1ccc2ccccc2n1)c1ccccc1	-8	2	-23	-2.3	-81	-13	4	0.1
C[C@H](CO)N1C[C@H](C)[C@H](CN(C)Cc2ccncc2)OCCCC[C@H](C)Oc2ccc(NS(=O)(=O)c3ccc(F)cc3)cc2C1=O	-11	-7	10	-1.6	2	4	-5	0.4
Further structures
SMILES	DENV2 CPE rescue	ARNT TACC3 PPI	PAX8 reporter	F508del corr	EWS-Fli block	ERp5 inh	GSIS activator	XiGFP reactiv
CCNC(=O)C1(C)CCCN(C(=O)c2ccc(OC)c(F)c2)C1 (stereo not drawn)	9	nt	-22	-2.0	-3	6	12	-0.1
COc1ccc(C(=O)NCc2cccnc2)cc1C(=O)NCc1cccnc1	-5	-5	8	-16	7	3	nt	0.4
COc1ccc(C(=O)NC(C)CCc2ccccc2)cc1[N+](=O)[O-] (stereo not drawn)	4	-1	11	2.0	13	0	-16	0.0
COc1cc(/C=N/OCC(=O)Nc2cc(C)cc(C)c2)ccc1OCc1ccc(Cl)cc1	0	-2	-146	nt	-24	7	8	-0.1
COc1ccccc1OC(C)C(=O)Nc1ccc(S(=O)(=O)N2CCN(C)CC2)cc1 (stereo not drawn)	9	nt	-1	-0.9	0	-5	-2	0.1
CCN(CC)S(=O)(=O)c1cccc(NC(=O)CNc2cccc(S(=O)(=O)N3CCCC3)c2)c1	5	2	nt	1.3	20	3	-13	0.0
COCC1CCN(Cc2nc(-c3cccs3)no2)C1 (stereo not drawn)	8	-4	-72	0.5	-43	1	2	0.0
O=C(NC1CCCc2ccccc21)c1cccc(S(=O)(=O)N2CCOCC2)c1 (stereo not drawn)	?	-7	11	0.0	-10	4	-17	0.1
O=C(Nc1ccc(Br)cc1)c1cccc(N2C(=O)C3C4CCC(C4)C3C2=O)c1 (stereo not drawn)	nt	-5	-5	nt	nt	nt	-2	0.0
COc1ccccc1Cc1c(C2CCCCC2)nc2cc(C)c(Br)c(C)n12	-11	nt	15	-2.0	9	10	0	0.0
Cc1noc(C)c1NC(=O)N(C)C[C@@H]1Oc2ccc(NC(=O)Cc3ccccc3)cc2C(=O)N([C@@H](C)CO)C[C@H]1C	-4	5	-11	2.2	nt	0	10	0.0
Cc1ccc(C(=O)CCC(=O)OC(C)C(=O)NC2CCCCC2C)cc1 (stereo not drawn)	1	34	0	-0.2	-3	nt	3	0.0
CCCCNC(=O)C1CCC(CNS(=O)(=O)c2cccc3nsnc23)CC1 (stereo not drawn)	4	-7	-4	2.6	3	4	-7	0.0
COc1ccccc1OCCSc1nnnn1-c1ccc(C)cc1	-6	-7	-72	1.2	-58	5	5	-0.1
CC(C)N(C(=O)[C@H]1C[C@H](CC(=O)NC(C)(C)C)C(=O)N2CCc3c([nH]c4ccc(Cl)cc34)[C@]12C)C(C)C	-6	5	39	2.4	20	3	-34	0.1
C=CCN1C[C@@H](COCc2ccccc2)OCCS1(=O)=O	nt	nt	0	3.1	-2	1	8	-0.1
COc1ccc([Si](C)(C)[C@@H]2[C@@H](CCO)O[C@]3(C(=O)N(Cc4ccc(NC(=O)[C@H](C)O)cc4)c4ccccc43)[C@H]2C)cc1	0	nt	101*	-8.8	23	-1	nt	nt
C[C@H](CO)N1C[C@H](C)[C@@H](CN(C)Cc2ccccc2)Oc2ccc(NC(=O)Nc3ccc(F)cc3)cc2C1=O	-1	4	-27	1.6	-5	-5	-11	0.2
C=CCn1c(SC(C)C(=O)Nc2ccc(Cl)cn2)nnc1C1CC1 (stereo not drawn)	8	38	nt	1.2	0	5	11	-0.2
COc1cc(/C(C)=N/Nc2ccc(C(=O)O)cc2)cc(OC)c1OC	nt	4	-74	nt	nt	nt	-23	0.0
Cc1cc(C)nc(/N=C(\NC(=O)C(C)(C)C)Nc2ccc(F)cc2)n1	-3	-2	-3	1.9	9	3	nt	0.0
COc1ccc(-c2ccc(C3[C@@H]4CN(Cc5ccccn5)C[C@H]3N4)cc2)cc1 (stereo partly drawn)	4&2	nt	5&9	0.9&-4.9	0&-1	-2&-1	-4&28	0.3&0.0
COc1ccc(C(=O)N/N=C(\C)CC(=O)Nc2ccccn2)cc1OC	-8	1	15	-2.2	1	-7	-2	0.2
C[C@@H]1CN([C@@H](C)CO)C(=O)c2cc(NC(=O)CCN3CCOCC3)ccc2O[C@@H]1CN(C)C(=O)Nc1ccc2c(c1)OCO2	-2	3	nt	3.1	2	3	18	0.0
O=S(=O)(c1cccc(F)c1)N1CCC(CO)(Cc2cccc(F)c2)CC1	0	-4	-1	1.1	8	19	-54	0.1
Continuation.
SMILES	DENV2 CPE rescue	ARNT TACC3 PPI	PAX8 reporter	F508del corr	EWS-Fli block	ERp5 inh	GSIS activator	XiGFP reactiv
CN1C(=O)CSc2ccc(NC(=O)NCc3ccc(F)cc3)cc21	-1	4	3	nt	4	3	4	0.0
CC(C)NC(=O)C1(C)CN(S(C)(=O)=O)CC(=O)N1CCc1ccccc1 (stereo not drawn)	1	nt	2	0.8	-6	0	16	0.1
COc1ccc(CNC(=O)N2CCN(c3cccc(Cl)c3)CC2)cc1OC	0	8	8	0.1	-7	2	-12	0.2
O=C(CSc1cccc[n+]1[O-])c1ccc(-c2ccccc2)cc1	-1	21	-107	0.5	-49	0	6	-0.1
O=C(Nc1ccc(Oc2ccccc2)nc1)C1CCN(Cc2ccco2)CC1	-8	-2	3	2.6	nt	9	1	-0.1
COc1ccc(S(=O)(=O)Nc2ccc3c(c2)CC(=O)N([C@H](C)CO)C[C@H](C)[C@H](CN(C)S(=O)(=O)c2ccccc2)O3)cc1	3	0	-13	4.1	9	nt	2	-1.0
COc1cccc(NC(=S)NNC(=O)Cn2nc([N+](=O)[O-])cc2C)c1	6	8	-18	1.5	2	2	-19	0.0
CNC[C@H]1Oc2ccc(NC(=O)C3CC3)cc2CC(=O)N([C@H](C)CO)C[C@@H]1C	nt	nt	-5	-2.5	-4	nt	14	0.2
Cc1ccccc1C(=O)N1CCC(n2nccc2NC(=O)CCOc2ccccc2)CC1	8	-5	-27	-0.8	-23	-8	20	0.2
C[C@@H]1CN([C@H](C)CO)S(=O)(=O)c2ccc(-c3ccc(C#N)cc3)cc2O[C@H]1CN(C)C(=O)Nc1cc(F)ccc1F	-4&3&-4	-7&-8	4&3&12	-1.4&0.7&-1.6	23&35&46	4&-11&-3	-14	-0.2&-0.1
COc1ccc(NC(=O)N/C=C/c2ccco2)cc1	0	0	1	-2.3	7	3	-15	0.0
COc1cccc(NC(=O)NC2CCCCC2C)c1 (stereo not drawn)	-4	nt	-110	nt	-37	4	-19	0.0
CCOC(=O)C1=C(C)N=C2SC(C)C(=O)N2C1c1ccccc1 (stereo not drawn)	-9	3	13	-3.2	6	-3	2	0.0
COc1ccc2cc[nH]c2c1	-7	0	22	-4.8	8	2	16	-0.1
Cc1ccccc1C(=O)OCC(=O)N(C)c1ccccc1	7	-5	-38	-2.1	-19	1	-4	0.0
O=C(COc1cccc(C(F)(F)F)c1)Nc1ccc(S(=O)(=O)N2CCCCC2)cc1	5	-2	5	-1.7	16	4	-21	0.5
C[C@@H]1CN([C@H](C)CO)C(=O)c2cc(C3=CCCCC3)cnc2O[C@@H]1CN(C)C(=O)c1ccc2c(c1)OCO2	-8	2	-9	-0.8	-17	0	-6	-0.1
COC(=O)c1ccccc1NC(=O)C1CCCN(c2nnc(-n3cccc3)s2)C1 (stereo not drawn)	-7	1	13	-4.4	-7	-2	2	0.1
COc1ccc(CNC(=O)CN(c2ccc(OC)cc2)S(=O)(=O)c2c(C)nn(C)c2C)cc1	nt	-4	-11	nt	nt	nt	31	-0.1
CCCNC(=O)C1CC(c2ccccc2[N+](=O)[O-])=NO1 (stereo not drawn)	-5	4	-10	-2.2	2	1	10	0.0
